b-catenin transl: alters nuclear translocation of beta-catenin in HeLa cells; immunofluorescence imaging; nuclear translocation activity, % at 5 µM; actives 0.3% (n = 190,000); AID 1665;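 active = nuclear translocation activity above 50% at 5 µM, with a well cell count of 50 or more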;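 note: per-cell ratio of nuclear to cytoplasmic median beta-catenin stain intensity; plate controls were DMSO negative control for no effect and GSK-3 inhibitor IX positive control for full effect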
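System: HeLa cells, endogenous beta-catenin; compound dosing: 5 µM primary single dose, 0.1% DMSO, 0.02–20 µM confirmation series; incubation: 24 h compound exposure at 37°C, 5% CO2; signal: beta-catenin immunofluorescence imaging with DAPI; evaluation: % activation, nuclear-to-cytoplasmic median beta-catenin signal ratio per cell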
Autophagy HCS: alters autophagy in cells; MEF GFP-LC3 puncta imaging; test concentration mostly 10 µM; calls only at 10 µM (by protocol); actives 0.98% (n = 190,000); AID 463193;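 active = percentage of spot-positive cells more than 3 SD above its plate mean, without a fluorescence outlier flag or 80% toxicity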;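 note: spot-positive cell cutoff set from DMSO-treated cells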
Dynein transport: blocks dynein driven cargo transport along microtubules; AID 1381; z-score, hits read low; actives 0.47% (n = 220,000); 3617.4 mouse cells, GR-EGFP nuclear translocation imaging; test concentration mostly 20 µM; stimulated with dexamethasone, 1 µM; active compounds read low;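 active = plate z-score of nuclear minus cytoplasmic receptor signal below a set negative limit, without overly bright fluorescence or cell loss, cut at about -3.5 in these data, passing the limit was not always enough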;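 note: z-score of nuclear minus cytoplasmic ring GR-EGFP intensity difference per well; some compounds called inactive have numbers as strong as hits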
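Also added: dexamethasone, 1.0 µM final. Medium: tet-free, stripped-serum medium. Detection: fixed, Hoechst-stained cells imaged at 10x for EGFP. Read-out: nuclear-to-cytoplasmic GR-EGFP distribution per well. Times: induction 48 h, compound 1 h, agonist 30 min.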
HEK293 NOD2/NF-kB: inhibition of NOD2-driven NF-kB reporter – cell-based, luminescence, uHTS, HEK293 (AID 1566) | HEK293 NOD2/NF-kB luciferase reporter, luminescence; higher % means a stronger effect | one-dose inhibition, % at 4 µM; EC50 in µM for titrated hits | actives 0.63% (n = 290,000); in the data active = inhibition above about 50%; note: many of its hits are not listed in these tables
Yfh1-off respiration: enhancers of respiration in Yfh1-depleted yeast, dose response, Friedreich's ataxia, plus single-dose screen (AID 1465); actives 0.074% (n = 220,000); S. cerevisiae Yfh1-off respiration, WST-1 reduction, 72 h; higher fold induction means a stronger effect; fold induction at 50 µM; hits with a dose series show EC50 in µM;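 active = fold induction of absorbance versus untreated yeast above a set limit, then at least 30% activation at any dose in follow-up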;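 note: activators that raise dye reduction in frataxin-depleted yeast; strong numbers were not always called active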
M17LAP inhibition: P. falciparum M17LAP inhibitors, primary screen, biochemical, fluorogenic H-Leu-NHMec substrate, 1536-well (AID 1619). recombinant M17LAP, H-Leu-NHMec fluorogenic kinetic assay; higher % means a stronger effect. inhibition, % at 30 µM; hits with a dose series show IC50 in µM. actives 0.38% (n = 220,000);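 active = compound inhibiting the enzyme by more than half at any dose during confirmatory dose-response retesting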;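 note: plate controls were full reaction with DMSO carrier for no effect and no enzyme background for full effect; strong numbers were not always called active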
NOD1 NF-kB reporter: inhibition of NOD1-driven NF-kB reporter – cell-based, luminescence, uHTS, primary screen (AID 1578) | NOD1-driven NF-kB luciferase reporter cells, luminescence; higher % means a stronger effect | inhibition, % at 4 µM, or EC50 in µM where a hit was titrated | actives 1% (n = 290,000); in the data active = inhibition mostly above about 36%, no sharp cut-off; inactive = mostly below about 34%;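 note: HEK-293T reporter cells stimulated with the NOD1 agonist gamma-tri-DAP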
MT stabilize HCS: microtubule stabilizers in HeLa cells; HeLa tubulin immunostaining HCS, 24 h; share of cells brighter than vehicle mean+2SD; % tubulin-high responders, % at 10 µM; actives 0.83% (n = 200,000);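 active = plate Z-score above 3 for both tubulin-high and condensed-nucleus cell shares, with cell loss under 80%, at 10 µM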;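 note: anti alpha tubulin signal scored within the nucleus-defined area of each cell; some results filed as inactive read as strong as hits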
Ins promoter up: MIN6 insulin promoter up-regulation. MIN6 insulin promoter-GFP reporter, high-content imaging; active compounds read high. z-score at 5 µM. actives 0.3% (n = 190,000). AID 1625;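 active = z-score above 3 at 5 µM with at least 500 cells counted in the well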
Dynein transport cytoplasmic EGFP: recorded beside Dynein transport, whose call it bears; z-score; measured here: cytoplasmic GR-EGFP intensity; active compounds read high
Dynein transport nuclear GR-EGFP: also measured in Dynein transport; calls as there; z-score; measured here: nuclear GR-EGFP intensity;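 lower value marks the stronger effect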
Dynein transport cell count: also measured in Dynein transport; calls as there; z-score; measured here: cell count per field
Ins promoter up cell count: also measured in Ins promoter up; calls as there; cell count; measured here: cytotoxicity, nuclei count;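 total cells summed across four imaged fields per well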
b-catenin transl cell count 5 µM: further read-out of b-catenin transl, marked with its call; cell count; measured here: cell count, cytotoxicity flag
MT stabilize HCS Hoechst-high %: further read-out of MT stabilize HCS, marked with its call; % Hoechst-high responders; measured here: nuclear condensation Hoechst responders;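 share of cells brighter than vehicle mean plus two SD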
MT stabilize HCS cytotoxicity %: further read-out of MT stabilize HCS, marked with its call; toxicity, %; measured here: cytotoxicity by cell density;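 0% = mean cell density of plate MIN control wells and 100% = no cells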
Autophagy HCS cell loss 18 h: also measured in Autophagy HCS; calls as there; toxicity, %; measured here: cell loss, nuclei count;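 cell loss after 18 h compound exposure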
Starred values were filed as active, the others as inactive; i = inactive; . = no result given; + = active, no number. Some of the compounds tested; rates above refer to the full screens.

Structure,b-catenin transl,b-catenin transl cell count 5 µM,Autophagy HCS,Autophagy HCS cell loss 18 h,Dynein transport,Dynein transport cytoplasmic EGFP,Dynein transport nuclear GR-EGFP,Dynein transport cell count,HEK293 NOD2/NF-kB,Yfh1-off respiration,M17LAP inhibition,NOD1 NF-kB reporter,MT stabilize HCS,MT stabilize HCS Hoechst-high %,MT stabilize HCS cytotoxicity %,Ins promoter up,Ins promoter up cell count
CCCN1CCC(NC(=O)CCc2nnc(-c3ccccc3)o2)CC1,-3.7,1014,i,-23,-0.24,-0.21,-0.3,0.32,5%,i,0%,-25%,3.7,2.2,3.5,0.32,1484
CCN1CCN(C(=S)Nc2ccsc2C(=O)OC)CC1,-0.4,1060,i,-4,1.8,-0.068,0.77,-0.22,4%,i,-2%,-19%,1.8,1.4,4.4,.,.
Cc1ccccc1OCCNC(=O)CNC(=O)c1ccccc1O,-1.3,1126,i,-2,0.48,-0.22,0.31,-0.49,12%,i,8%,.,1.2,1.7,7.0,-0.07,1340
COc1ccccc1C(=O)Nc1ccc(Oc2nnc(-c3ccc(C)cc3)c3ccccc23)cc1,3.6,1035,i,-4,-0.1,-0.23,-0.16,0.9,14%,i,-9%,4%,2.6,2.8,12,-0.06,1306
O=C(OCCNc1nc(-c2ccccc2)nc2ccccc12)c1ccncc1,0.1,1430,i,11,-1.1,-0.36,-0.76,2.2,29%,i,-4%,-13%,3.5,0.9,7.6,-0.47,1458
CC(C)CCC(O)(CCC(C)C)C(=O)NN1CCCCC1,0.9,904,i,-12,-0.86,-0.041,-0.69,0.73,8%,i,6%,42%,4.2,3.1,7.1,-0.33,1314
O=C(NCCCN1CCOCC1)C(=O)N/N=C/c1ccccc1Cl,-0.2,1259,.,.,0.37,0.022,0.54,0.17,-15%,i,13%,4%,.,.,.,0.21,1114
COc1ccc(CC(=O)Nc2c3c(nn2C(C)(C)C)CS(=O)C3)cc1 (stereo not given),.,.,i,13,-0.67,-0.14,-0.38,-0.041,10%,i,13%,-20%,3.4,2.7,7.0,0.08,1021
O=C(Nc1nnc(-c2ccc(Cl)cc2)o1)C1CCCCC1,2.4,1209,.,.,-0.6,-0.68,-0.0097,0.37,3%,i,-9%,8%,.,.,.,0.12,726
O=C(NCc1cccnc1)C1CC(=O)N(C2CCCCC2)C1 (stereo not given),-2.7,1352,i,-2,-0.17,-0.11,-0.24,0.13,6%,i,6%,-5%,1.4,1.1,11,1.6,1514
CN1CCN(c2cc(=O)n(Cc3ccc(F)cc3)c(=O)[nH]2)CC1,4.2,1103,i,7,0.45,-0.1,0.51,-0.5,8%,i,-1%,14%,3.3,2.9,7.5,-0.5,1696
CCC(=O)N1CCN(c2ccccc2NC(=O)Cc2ccccc2)CC1,.,.,i,5,-0.56,-0.21,0.028,-0.11,-24%,i,3%,-19%,0.9,1.7,41,0.77,1216
C=CCN(C#N)c1nc(OC)nc(N2CCCC2)n1,-6.3,976,i,5,-0.61,-0.22,-0.47,1.5,10%,i,2%,-2%,3.9,1.2,8.6,0.17,1375
Cn1c(=O)c2c(nc(NCCc3ccccc3)n2CC(=O)NCCc2ccccc2)n(C)c1=O,-0.7,1039,i,1,1.7,-0.22,0.84,-0.49,5%,i,-1%,-20%,3.6,1.4,2.6,-0.59,1968
CCOC(=O)c1c(C)c(C(=O)O)n(C)c1C,-0.3,1204,i,-2,-0.63,-0.3,-0.17,0.65,2%,i,6%,-17%,5.7,4.3,7.0,0.9,1274
Cc1noc(NS(=O)(=O)c2ccc(N/C=C/C(=O)c3ccncc3)cc2)c1C,0.1,1166,i,-2,-0.5,-0.43,-0.44,0.61,8%,.,19%,-18%,1.3,1.6,18,-0.34,929
CCC(C)(C(=O)NC1CCCC1)N(C(=O)c1ccccn1)c1ccc(C)cc1 (stereo not given),-9.9,1120,i,20,1.4,-0.012,0.58,-0.43,-16%,i,10%,-14%,1.9,1.3,15,.,.
CCOC(=O)c1ccccc1-c1csc(N)n1,-4.5,1038,i,-6,1,-0.29,1.3,-1.8,10%,i,-5%,-22%,3.4,3.0,7.6,0.31,1519
CCOC(=O)Cc1csc(NC(=O)c2cc(=O)c3ccccc3o2)n1,-5.0,871,i,24,-0.17,-0.0073,0.36,-0.35,6%,i,10%,-45%,4.9,1.5,6.1,0.12,1566
COC(=O)c1sc2nc(N3CCCCC3)c3c(c2c1N)CC(C)(C)N(C)C3,.,.,i,-4,-2.1,4.6,-0.16,0.17,.,i,.,.,2.3,2.4,8.2,.,.
c1ccc(-c2cc3c(N4CCCC4)ncnc3s2)cc1,0.3,878,i,8,1.3,-0.36,0.22,-0.15,4%,i,-3%,10%,5.0,0.6,5.3,-1.6,1360
Clc1ccc(COn2c(-c3ccc(Cl)cc3Cl)nc3ncccc32)cc1,0.5,1157,i,-4,2,0.051,1.6,-1.5,8%,i,4%,25%,0.6,0.8,6.1,-1.5,724
CCN(CC(=O)Nc1ccc(C(=O)Nc2ccc(OC)cc2)cc1)Cc1nc2ccccc2c(=O)[nH]1,-0.2,1342,.,.,-0.00015,-0.012,-0.062,0.084,3%,i,8%,5%,.,.,.,0.17,1162
COc1cccc(C(=O)NNC(=O)Cc2cccs2)c1,-3.2,1084,i,4,2.2,-0.33,1.6,-0.97,1%,i,14%,-27%,2.0,2.6,4.5,-0.22,1662
Nc1nc(-c2ccccn2)nc(N)c1Cc1ccc(Cl)cc1Cl,1.1,988,+,35*,-0.23,-0.36,-0.075,0.85,-60%,i,-22%,-10%,2.8,2.9,4.4,0.29,864
O=C(NCc1ccccc1)c1ccccc1Br,-1.8,1143,i,33,-0.21,-0.36,0.15,0.16,7%,i,-4%,-16%,4.6,2.7,7.7,-0.66,1263
CC(C)(C)c1ccccc1NC(=O)c1cccnc1,0.8,1040,i,-1,0.11,-0.26,-0.2,0.48,-12%,i,9%,-14%,2.4,1.6,3.1,0.55,1796
Cc1nnc(SCC(=O)N2CCc3ccccc32)n1-c1ccccc1,-1.2,1022,i,1,-0.22,0.071,-0.18,0.68,2%,i,4%,1%,3.7,2.6,4.7,1.4,1166
O=[N+]([O-])c1ccccc1S(=O)(=O)Oc1ccccc1/C=N/n1cnnc1,-2.1,524,i,-3,-0.52,-0.22,-0.14,0.5,19%,i,13%,-25%,1.7,2.5,0.2,-0.14,1268
C/C=C\C(=O)Nc1cccc(C2=NOC3(C2)C[C@@H](C(N)=O)N(C(=O)COc2ccc(Cl)cc2)C3)c1 (stereo not given in full),0.9,1141,.,.,0.53,-0.75,0.46,-0.39,16%,i,13%,9%,.,.,.,-0.72,758
CCc1ccccc1NC(=O)CN(C)C(=O)CSc1nnc(Nc2cccc(C)c2)s1,3.2,900,i,-9,-0.28,-0.05,-0.038,0.23,-3%,i,6%,0%,3.2,2.3,7.9,0.18,1297
NC(=O)c1ccc(Oc2ccc3ccc(=O)oc3c2)c([N+](=O)[O-])c1,-1.7,1054,i,18,0.2,-0.22,-0.5,0.52,5%,i,-32%,-25%,2.9,2.6,9.4,0.73,1192
CCNC(=S)NNC(=O)c1cc(-c2ccc(OC)cc2)nc2ccccc12,.,.,i,-4,-0.26,-0.29,-0.5,0.53,-104%,i,-10%,-39%,5.2,3.8,8.8,-0.85,1378
CCCN(CCC)c1nc(Cl)nc(NCCN2CCOCC2)n1,-0.9,1047,i,18,-1,-0.24,-0.64,0.81,16%,i,-13%,-13%,3.0,2.6,12,0.11,1070
CCN1CCN(c2ncc(C(=O)N3CCCc4ccccc43)c3ccccc23)CC1,.,.,i,22,-0.31,1.3,0.86,-0.034,1%,i,13%,-18%,5.3,2.2,3.9,-0.73,1276
CC(C)(C)NC(=O)C(c1cccs1)N(CC1CCCO1)C(=O)c1ccc(-c2ccccc2)[nH]1 (stereo not given),0.2,1076,i,-1,0.26,-0.2,0.13,-0.16,-8%,i,2%,-3%,1.9,2.9,7.4,-0.2,1573
CC(=O)NCCc1nc2ccccc2n1CCOc1ccccc1,-0.2,1268,.,.,-1.2,-0.23,-0.31,1,17%,i,-7%,5%,.,.,.,-0.95,1201
Cc1nc(N2CCN(C)CC2)[nH]c(=O)c1Cc1cccc2ccccc12,-0.3,1135,i,3,0.0027,-0.18,-0.053,-0.35,19%,i,2%,17%,1.8,1.0,7.3,-0.66,1157
O=C(O)c1cc(-c2ccncc2)nc2ccc(F)cc12,-4.3,810,i,14,0.32,-0.34,0.53,-0.76,2%,i,-4%,-4%,3.5,1.3,0.0,3*,1296*

Ordered by molecular weight (high to low): 3 of the compounds above.
Structure,b-catenin transl,b-catenin transl cell count 5 µM,Autophagy HCS,Autophagy HCS cell loss 18 h,Dynein transport,Dynein transport cytoplasmic EGFP,Dynein transport nuclear GR-EGFP,Dynein transport cell count,HEK293 NOD2/NF-kB,Yfh1-off respiration,M17LAP inhibition,NOD1 NF-kB reporter,MT stabilize HCS,MT stabilize HCS Hoechst-high %,MT stabilize HCS cytotoxicity %,Ins promoter up,Ins promoter up cell count
CCc1ccccc1NC(=O)CN(C)C(=O)CSc1nnc(Nc2cccc(C)c2)s1,3.2,900,i,-9,-0.28,-0.05,-0.038,0.23,-3%,i,6%,0%,3.2,2.3,7.9,0.18,1297
C=CCN(C#N)c1nc(OC)nc(N2CCCC2)n1,-6.3,976,i,5,-0.61,-0.22,-0.47,1.5,10%,i,2%,-2%,3.9,1.2,8.6,0.17,1375
CCOC(=O)c1c(C)c(C(=O)O)n(C)c1C,-0.3,1204,i,-2,-0.63,-0.3,-0.17,0.65,2%,i,6%,-17%,5.7,4.3,7.0,0.9,1274
